procasp3 activ – activators of human procaspase-3. P42574. recombinant procaspase-3 D3A, Ac-DEVD-pNA absorbance 405 nm. activation, % at 8.5 µM. actives 0.11% (n = 330,000);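 active = activation above the mean of all tested compounds plus 3 SD, cut at about 21% in these data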;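 also: 0% = DMSO alone and 100% = DMSO wells spiked with extra 5 µM PC-3 D3A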
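Compound: 8.5 µM single point, 0.8% DMSO / Material: Autoprocessing-dead procaspase-3 D3A mutant enzyme / Timing: 1 h preincubation plus 2 h reaction at 25 °C / Medium: Zinc-free HEPES/NaCl buffer with 0.01% Triton X-100 at pH 7.4 / Technique: 405 nm absorbance of p-nitroaniline, reads at 0 and 120 min / Repeats: one well per compound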
GRK2 aptamer HTS – blocks RNA aptamer binding to human GRK2; AID 488847; bead flow cytometry, FAM-aptamer displacement from GRK2; actives 0.59% (n = 330,000); inhibition of aptamer binding, % at 10 µM;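 active = inhibition of aptamer binding above 40%, roughly 3 SD of noise, on plates passing a quality check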;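 also: median bead fluorescence of bound FAM aptamer so fluorescent compounds give negative values; no value below 0 was filed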
Fh CTSL1 inh – counter-screen for PFM18AAP inhibitors: inhibitors of F. hepatica cathepsin L1; actives 0.49% (n = 300,000); inhibition, % at 5.96 µM; recombinant F. hepatica cathepsin L1, Z-Leu-Arg-MCA fluorescence;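 active = inhibition above the mean of all tested compounds plus 3 SD, set per screening campaign, cut at about 17% in these data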;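 also: 0% = plate median of test compound wells and 100% = 1 µM Z-Phe-Ala-diazomethylketone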
HCV core dimer – HCV core protein dimerization inhibition | TR-FRET GST/Flag-core106 dimerization, 1536-well | inhibition, % at 5 µM | actives 0.33% (n = 300,000) | AID 1899;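 active = inhibition above the mean of all tested compounds plus 3 SD, set per screening campaign, cut at about 45% in these data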
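assay system = GST-tagged and Flag-tagged HCV core protein residues 1-106 | controls = unlabelled core106 and no-GST-core106 wells | incubation = compound-protein-antibody incubation 4 h at 22.5 °C | probe or stimulus = Eu donor and XL665 acceptor anti-tag antibodies | read-out = % inhibition based on acceptor/donor emission ratio | signal = TR-FRET 671 and 617 nm emission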
PP5 primary – inhibitors of human protein phosphatase 5 (PP5) | inhibition, % at 6.7 µM | AID 1987 | P53041 | actives 0.18% (n = 320,000) | purified PP5c, OMFP substrate fluorescence;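 active = inhibition above the campaign's mean inhibition across all tested compounds plus 3 SD, cut at about 9.5% in these data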;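 also: 0% = DMSO only and 100% = 100 µM cantharidin control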
proCasp7 act – activates human procaspase-7, counter-screen for procaspase-3 activators. P55210. recombinant procaspase-7, Ac-DEVD-pNA absorbance 405 nm; D23A/D198A/D206A triple mutant, cannot self-cleave; scale: DMSO 0, 5 µM enzyme 100. activation, % at 8.5 µM. actives 0.093% (n = 330,000). AID 463210;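 active = percent activation above the screen-wide mean plus 3 SD, cut at about 25% in these data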
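Assay system: Uncleavable procaspase-7 mutant enzyme | Input: 2 µM procaspase-7 mutant as dispensed | Timing: 1 h compound preincubation, 2 h substrate cleavage, 25 °C | Repeats: One well per compound | Control set: DMSO wells as 0%, DMSO with 5 µM added PC-7 as 100% | Technique: Epi-absorbance of released pNA at 405 nm, two timepoints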
GASC-1 inh – inhibitors of human GASC-1 (JMJD2C) demethylase. Q9H3R0. GST-JMJD2C(1-420) H3K9me3 demethylation, DELFIA europium. inhibition, % at 2.35 µM. actives 0.069% (n = 330,000);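 active = more than half of a compound's replicate wells show inhibition beyond 50%, single wells judged on their own value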;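 also: signal counts dimethyl H3K9 product captured on neutravidin plate; 0% = median of DMSO wells and 100% = 0.3 times that DMSO median; strong numbers were not always called active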
VLA-4 inh – inhibition in a human VLA-4 binding assay; P13612; inhibition, % (about 7 µM as worked out from the volumes in the protocol); actives 0.2% (n = 330,000); VLA-4 expressing cells, ligand binding flow cytometry; in the data active = inhibition above about 50%
Target sequence (P13612 whole entry, looked up): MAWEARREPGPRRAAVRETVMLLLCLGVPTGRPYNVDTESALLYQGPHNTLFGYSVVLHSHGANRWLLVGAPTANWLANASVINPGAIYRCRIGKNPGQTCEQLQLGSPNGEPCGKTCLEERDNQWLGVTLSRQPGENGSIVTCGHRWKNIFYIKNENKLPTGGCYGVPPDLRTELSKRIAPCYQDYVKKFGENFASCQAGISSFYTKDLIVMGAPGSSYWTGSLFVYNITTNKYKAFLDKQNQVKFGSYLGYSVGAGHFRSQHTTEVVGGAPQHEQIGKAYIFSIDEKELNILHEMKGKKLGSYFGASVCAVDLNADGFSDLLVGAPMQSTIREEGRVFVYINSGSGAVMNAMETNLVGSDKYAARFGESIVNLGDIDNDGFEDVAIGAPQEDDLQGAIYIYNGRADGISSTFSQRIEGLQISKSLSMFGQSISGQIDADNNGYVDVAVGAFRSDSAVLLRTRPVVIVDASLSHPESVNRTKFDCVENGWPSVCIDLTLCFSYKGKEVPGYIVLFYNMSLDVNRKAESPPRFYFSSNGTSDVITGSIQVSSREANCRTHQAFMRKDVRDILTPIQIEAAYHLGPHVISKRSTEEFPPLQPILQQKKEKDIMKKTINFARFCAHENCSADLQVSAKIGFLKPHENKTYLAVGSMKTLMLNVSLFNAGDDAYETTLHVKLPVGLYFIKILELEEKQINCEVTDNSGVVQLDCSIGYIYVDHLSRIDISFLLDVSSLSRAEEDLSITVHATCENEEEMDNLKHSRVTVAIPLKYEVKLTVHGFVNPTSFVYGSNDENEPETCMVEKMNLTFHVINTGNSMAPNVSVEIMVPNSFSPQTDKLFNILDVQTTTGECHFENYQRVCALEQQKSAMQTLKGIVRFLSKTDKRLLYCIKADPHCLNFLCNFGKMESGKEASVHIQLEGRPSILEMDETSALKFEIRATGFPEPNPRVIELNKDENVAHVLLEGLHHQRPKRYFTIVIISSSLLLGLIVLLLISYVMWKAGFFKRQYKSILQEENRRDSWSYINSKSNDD
PP1 inh – PP1-alpha (human) inhibition in PP5 counter-screen. inhibition, % at 6.7 µM. actives 0.9% (n = 320,000). P62136. purified PP1alpha, OMFP fluorescence;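 active = inhibition above the mean inhibition of all tested compounds plus 3 SD, computed separately for each screening campaign, cut at about 15% in these data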
An asterisk follows results filed as active; x = not tested or not shown. Random draw from the library; overall some 2.6% were active at least once.

A first look, 10 compounds:
SMILES | procasp3 activ | GRK2 aptamer HTS | Fh CTSL1 inh | HCV core dimer | PP5 primary | proCasp7 act | GASC-1 inh | VLA-4 inh | PP1 inh
O=c1oc(-c2ccc([N+](=O)[O-])cc2)nc2ccccc12 | 3 | 0 | -2 | 5 | -0.3 | 0 | 0 | 0 | 3
O=C(N/N=C/c1ccc(F)cc1)c1cc(-c2ccco2)nc2ccccc12 | 4 | 22 | 3 | 69* | 0.2 | 4 | -1 | -3 | 19*
O=C(CSc1ncccn1)NCc1cccc(Cl)c1 | 9 | 0 | -2 | 0 | -0.1 | 1 | 0 | 8 | -4
O=C(/C=C/c1cccc([N+](=O)[O-])c1)OC1CCCCC1=O (stereo not given) | -5 | 6 | -11 | -8 | 1.0 | 10 | -9 | 2 | -5
CCn1cc(CNC(=O)c2ccc3nc(Cc4ccc(OC)cc4)oc3c2)cn1 | 11 | 2 | 0 | -5 | -0.2 | 3 | -4 | 19 | -4
O=c1cc(NS(=O)(=O)c2ccccc2)nc(SCc2ccccc2Cl)[nH]1 | -10 | 2 | 5 | -1 | -2.1 | -19 | -2 | 2 | 3
COc1cccc(C(=O)OCCN2CCOCC2)c1 | 3 | 0 | -1 | 9 | 2.1 | 1 | 5 | 0 | 3
COc1cc(O)c(C(CCN2CCCCC2)c2cc(OC)c(OC)c(OC)c2)c(OC)c1 (stereo not given) | 6 | x | 0 | 7 | 0.7 | 11 | -4 | x | 2
O=C(NC(CO)C(O)c1ccc([N+](=O)[O-])cc1)C(Cl)Cl (stereo not given) | 5 | 0 | -1 | -2 | -0.9 | 1 | 6 | 6 | 0
Cc1ccc(NC(=S)N2CCCCCC2)c(C)c1 | 4 | 5 | 3 | -1 | 1.9 | -11 | -13 | 13 | -3

Results, repeating the preview:
SMILES | procasp3 activ | GRK2 aptamer HTS | Fh CTSL1 inh | HCV core dimer | PP5 primary | proCasp7 act | GASC-1 inh | VLA-4 inh | PP1 inh
O=c1oc(-c2ccc([N+](=O)[O-])cc2)nc2ccccc12 | 3 | 0 | -2 | 5 | -0.3 | 0 | 0 | 0 | 3
O=C(N/N=C/c1ccc(F)cc1)c1cc(-c2ccco2)nc2ccccc12 | 4 | 22 | 3 | 69* | 0.2 | 4 | -1 | -3 | 19*
O=C(CSc1ncccn1)NCc1cccc(Cl)c1 | 9 | 0 | -2 | 0 | -0.1 | 1 | 0 | 8 | -4
O=C(/C=C/c1cccc([N+](=O)[O-])c1)OC1CCCCC1=O (stereo not given) | -5 | 6 | -11 | -8 | 1.0 | 10 | -9 | 2 | -5
CCn1cc(CNC(=O)c2ccc3nc(Cc4ccc(OC)cc4)oc3c2)cn1 | 11 | 2 | 0 | -5 | -0.2 | 3 | -4 | 19 | -4
O=c1cc(NS(=O)(=O)c2ccccc2)nc(SCc2ccccc2Cl)[nH]1 | -10 | 2 | 5 | -1 | -2.1 | -19 | -2 | 2 | 3
COc1cccc(C(=O)OCCN2CCOCC2)c1 | 3 | 0 | -1 | 9 | 2.1 | 1 | 5 | 0 | 3
COc1cc(O)c(C(CCN2CCCCC2)c2cc(OC)c(OC)c(OC)c2)c(OC)c1 (stereo not given) | 6 | x | 0 | 7 | 0.7 | 11 | -4 | x | 2
O=C(NC(CO)C(O)c1ccc([N+](=O)[O-])cc1)C(Cl)Cl (stereo not given) | 5 | 0 | -1 | -2 | -0.9 | 1 | 6 | 6 | 0
Cc1ccc(NC(=S)N2CCCCCC2)c(C)c1 | 4 | 5 | 3 | -1 | 1.9 | -11 | -13 | 13 | -3
Cc1ccc(S(=O)(=O)Nc2ccc(Br)cc2C(NCC(=O)O)c2ccccc2)cc1 (stereo not given) | -3 | 0 | 1 | 11 | 0.9 | 5 | 9 | -8 | 15
CCN(CC)CCNC(=O)c1cn(CCOC)c(=O)c2c1c1ccccc1n2C | 5 | 0 | 2 | 1 | -1.6 | 10 | -1 | -2 | -3
COC(=O)c1scc(S(=O)(=O)C(C)(C)C)c1N | -4 | 2 | -2 | -4 | -1.0 | 4 | -6 | 14 | -3
O=C(O)c1ccc2c(=O)n(Cc3ccccc3)c(SCc3ccc([N+](=O)[O-])cc3)nc2c1 | 3 | 0 | 2 | 25 | 2.8 | 7 | -4 | 14 | 18*
CC(C)C(NC(=O)C1CCC(C(C)(C)C)CC1)C(=O)NCc1cccnc1 (stereo not given) | 2 | 2 | 1 | -4 | 3.1 | 13 | 4 | 8 | 5
O=C(NC1CCCC1)c1nc2c(nnn2Cc2ccccc2Cl)c(=O)[nH]1 | 0 | 0 | 1 | 7 | -0.7 | 6 | 6 | 1 | 13
O=C(O)Cc1sc(N/N=C\c2ccncc2)nc1-c1ccccc1 | -23 | 4 | 8 | -4 | -1.9 | -47 | 9 | -3 | 1
CC(C)CNC(=O)CC(NCC(C)C)C(=O)O (stereo not given) | -5 | 19 | -1 | -3 | -0.8 | -5 | 0 | 0 | -4
COc1ccc(C(=O)/C=C/c2ccc(N3CCCCC3)c([N+](=O)[O-])c2)c(OC)c1 | -6 | 0 | 2 | 2 | 1.9 | -15 | 1 | 8 | 3
COC(=O)Cn1cc(C(=O)C2CC2)c2ccccc21 | -16 | 0 | -3 | -6 | 2.1 | 6 | 0 | -10 | 2
O=c1oc(-c2cccs2)nc2c1cnn2-c1ccccc1 | 0 | 3 | 3 | 7 | 1.9 | -1 | -21 | 19 | 0
Nc1ccc(O)c([N+](=O)[O-])c1 | -3 | 2 | x | x | 1.9 | -6 | 4 | 7 | -2
O=C(NCc1ccc(F)cc1Cl)C1CCN(S(=O)(=O)N2CCCCC2)CC1 | 3 | 4 | 1 | 0 | -0.3 | 10 | 42 | 3 | -4
Cc1ccc(C(=O)NN2C(=O)/C(=C/c3cn(C)c4ccccc34)SC2=S)cc1 | -8 | 7 | 0 | 3 | 3.3 | -3 | -5 | -4 | 1
Cc1ccc(-c2csc(NC(=O)CSc3nnc4c(n3)[nH]c3ccccc34)n2)cc1 | 7 | 0 | 4 | 14 | 0.3 | 8 | 18 | -125 | 17*
Cc1ccc(SCC(=O)OCC(=O)NCc2cccs2)cc1 | 9 | 0 | -4 | 2 | 0.4 | 1 | 2 | -9 | 5
O=C(Nc1ccc(Cl)cc1)Nc1ccc2c(c1)N1CCN=C1S2 | 3 | 0 | 2 | 8 | 2.0 | 3 | 3 | -6 | 5
CCCOC(=O)C1=C(C)NC(=O)NC1c1ccc(Br)s1 (stereo not given) | -7 | 0 | 4 | -4 | 1.1 | -3 | 0 | -12 | 9
CSc1ccccc1NC(=O)Cc1ccc(Br)cc1 | 4 | 1 | -1 | -5 | 1.2 | 2 | -7 | 15 | -1
O=C(CN1CCN(S(=O)(=O)c2ccccc2F)CC1)Nc1ccccc1C(=O)c1ccccc1 | 1 | 2 | 2 | 5 | 3.0 | 8 | 15 | 2 | 4
O=[N+]([O-])/C(N=Nc1ccccc1)=N\Nc1ccccc1 | -1 | 0 | 1 | -2 | 0.8 | -7 | 14 | -7 | -1
COc1ccc(CC(=O)OCc2nnc(C3COc4ccccc4O3)o2)cc1OC (stereo not given) | 0 | 2 | -7 | 5 | 3.8 | 4 | 3 | -6 | -2
Cc1ccc(C)c(S(=O)(=O)Nc2ccc(C(=O)NCCc3ccccn3)cc2)c1 | 3 | 3 | 1 | 3 | 1.7 | -3 | 11 | -3 | -1
O=C(COC(=O)CNC(=O)c1ccccc1F)Nc1cccnc1Cl | 4 | 0 | 10 | 3 | 2.8 | 7 | 14 | 10 | -1
O=C(O)c1ccc(N2CCN(C(c3ccccc3)c3ccccc3)CC2)c([N+](=O)[O-])c1 | -5 | 0 | 0 | 16 | -0.7 | -19 | -8 | 2 | 6
CCOC(=O)C1=C(C)NC(SC(C)=O)=NC1c1ccc(OC(C)=O)c(OC)c1 (stereo not given) | -4 | 0 | -13 | 0 | 3.5 | 13 | -10 | 3 | 0
COc1ccc(-c2ccc(SCC(=O)N3CCOCC3)nn2)cc1OC | -1 | 0 | 2 | -3 | 2.8 | 3 | -7 | 0 | 0
Cc1cc(C)nc(N2CCCC(C(=O)Nc3cccc(Cl)c3)C2)n1 (stereo not given) | 4 | 0 | 2 | 7 | 2.9 | -3 | 7 | 4 | 2
CSc1ccc(CNC2CC2)cc1 | -9 | 0 | 0 | -4 | 2.9 | 1 | 7 | 10 | -4
CCNC(=O)Oc1ccc(-c2csnn2)cc1 | -5 | 0 | 6 | -1 | 0.5 | -12 | 22 | 10 | -1
COC(=O)[C@@]1(Cc2ccc(OC)cc2)[C@@H]2[C@@H](CC(=O)[C@H]2CC(=O)C(=O)N(C)C)CN1C(=O)c1ccccc1 | 8 | x | -3 | 3 | 2.7 | 18 | 2 | x | -3
Cc1cccc(-n2ccnc2SCC(=O)Nc2ccc3c(c2)OCCO3)c1 | -1 | 1 | 4 | 3 | 0.3 | -7 | -1 | -5 | -2
COc1cccc(N2CC(NS(=O)(=O)c3cccnc3)CC2=O)c1 (stereo not given) | 6 | 2 | 6 | -11 | -1.3 | -3 | 15 | 12 | -4
CCNC(=O)N1CCN(CCCC(c2ccc(F)cc2)c2ccc(F)cc2)CC1 | -6 | 1 | -1 | -3 | 1.0 | -6 | 7 | -3 | 0
COc1cccc2sc3ccc(NCc4ccc5c(c4)OCO5)cc3c(=O)c12 | -2 | 4 | -4 | 3 | 0.1 | -13 | 3 | -41 | 0
Cn1cc(CN2CCCCC2CO)c(-c2ccc(Oc3ccccc3)cc2)n1 (stereo not given) | 2 | 0 | 5 | 0 | -0.3 | 2 | -9 | 4 | -2
COc1cccc(C(=O)NCCCn2ccnc2)c1 | -4 | 0 | 3 | 1 | 1.7 | 7 | 5 | 1 | -3
CN(C)c1ccc(/C=C/c2nc3ccccc3c(=O)n2CCO)cc1 | -1 | 1 | 6 | 3 | -0.1 | -15 | -6 | 2 | -1
COc1cccc(NC(=S)N(CCN(C)C)C(C)c2cccnc2)c1 (stereo not given) | -5 | 2 | 0 | 0 | -1.1 | -6 | 3 | 4 | 2

Screens (PubChem)
